# Fam108B inh: counter-screen for RBBP9 inhibitors: inhibitors of mouse Fam108B | recombinant Fam108B, FP-Rh probe fluorescence polarization | inhibition, % at 9.51 µM | 0.33% of 300,000 active;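 active means inhibition above the screen mean inhibition plus 3 SD, computed separately per campaign, cut at about 18% in these data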;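 further: inhibitors lower polarization as less probe binds the enzyme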
# MEX-5 binding: C. elegans MEX-5 TCR-2 RNA binding activity; Q9XUB2; MEX-5/FITC-TCR2 RNA binding, fluorescence polarization; hits give low values; activity score (negative = inhibition of binding), % at 10 µM; 0.38% of 300,000 active;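 active means inhibition past about -25% in most replicates, and total fluorescence under double the plate's negative control median, limit read from the data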;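 further: 0% = DMSO and -100% = 5 µM competing unlabeled TCR2 RNA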
# MCL1-BIM inh: inhibitors of human MCL1 binding to BIM-BH3 peptide. Q07820. GST-MCL1 / FITC-Bim-BH3 fluorescence polarization. inhibition, % at 10.9 µM. 0.68% of 320,000 active. AID 2057;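 active means inhibition above the mean inhibition of all tested compounds plus 3 SD, set per campaign, cut at about 40% in these data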;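 further: 0% = DMSO wells and 100% = unlabeled Bim-BH3 peptide control; higher means more loss of mP so more displacement of Bim peptide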
# pPAFAH FP inh: pPAFAH (human) enzyme inhibition; Q13093; recombinant pPAFAH, FP-rhodamine probe fluorescence polarization; inhibition, % at 3.39 µM; 1.5% of 330,000 active;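 active means inhibition above the mean inhibition across the screen plus 3 SD, cut at about 25% in these data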;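 further: inhibitors block binding of the rhodamine activity-based probe so polarization drops; 0% = enzyme with DMSO and 100% = wells lacking pPAFAH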
# Target sequence (Q13093 whole entry, looked up): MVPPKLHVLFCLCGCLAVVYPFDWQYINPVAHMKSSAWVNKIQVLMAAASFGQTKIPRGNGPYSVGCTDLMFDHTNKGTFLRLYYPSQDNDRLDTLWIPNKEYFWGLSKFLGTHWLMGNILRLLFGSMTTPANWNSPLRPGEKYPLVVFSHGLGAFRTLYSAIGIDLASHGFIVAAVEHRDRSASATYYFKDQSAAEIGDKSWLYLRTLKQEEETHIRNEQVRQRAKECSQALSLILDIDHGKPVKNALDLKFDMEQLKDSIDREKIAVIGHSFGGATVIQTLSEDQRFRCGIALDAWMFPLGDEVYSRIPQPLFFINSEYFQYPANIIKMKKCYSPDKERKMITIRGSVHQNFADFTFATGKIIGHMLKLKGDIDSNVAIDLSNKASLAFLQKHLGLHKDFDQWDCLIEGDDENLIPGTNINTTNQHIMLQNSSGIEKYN
# PAFAH1B2 inh: inhibitors of human PAFAH1B2 | P68402 | recombinant PAFAH1B2, FP-rhodamine activity probe, fluorescence polarization | inhibition, % at 3.39 µM | 1.2% of 340,000 active | AID 492953;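 active means inhibition above the mean of all tested compounds plus 3 SD, cut at about 24% in these data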;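 further: 0% = enzyme with DMSO and 100% = wells lacking PAFAH1B2; many of its hits are not listed in these tables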
# AHR activator: activates the human aryl hydrocarbon receptor; AHR-responsive luciferase reporter cells, luminescence; 2.5% of 320,000 active; AID 2796; activation, % at 5 µM; in the data active means activation above about 47%;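 further: 0% = vehicle wells and 100% = reference agonist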
# GLD-1 TGE inh: GLD-1-TGE RNA interaction inhibition (C. elegans); 0.44% of 320,000 active; AID 2280; purified GLD-1 + fluorescein TGE RNA, fluorescence polarization; Q17339; inhibition, % at 5.96 µM;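 active means percent inhibition above a per-plate cutoff, the plate mean of test compounds plus 3 SD, cut at about 30% in these data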;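 further: 0% = DMSO wells with GLD-1 and probe and 100% = wells lacking GLD-1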
# PME-1 primary: PME-1 (human) inhibition | 0.53% of 320,000 active | inhibition, % at 5.9 µM | Q9Y570 | recombinant PME-1, FP-Rh probe fluorescence polarization;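 active means inhibition above the campaign mean of all compounds plus 3 SD, cut at about 26% in these data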;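 further: competitive labeling of PME-1 active site by serine hydrolase directed probe; 0% = PME-1 with DMSO and 100% = wells lacking PME-1 enzyme; inhibitors block probe labeling so polarization falls and inhibition rises; many of its hits are not listed in these tables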
# Target sequence (Q9Y570 whole entry, looked up): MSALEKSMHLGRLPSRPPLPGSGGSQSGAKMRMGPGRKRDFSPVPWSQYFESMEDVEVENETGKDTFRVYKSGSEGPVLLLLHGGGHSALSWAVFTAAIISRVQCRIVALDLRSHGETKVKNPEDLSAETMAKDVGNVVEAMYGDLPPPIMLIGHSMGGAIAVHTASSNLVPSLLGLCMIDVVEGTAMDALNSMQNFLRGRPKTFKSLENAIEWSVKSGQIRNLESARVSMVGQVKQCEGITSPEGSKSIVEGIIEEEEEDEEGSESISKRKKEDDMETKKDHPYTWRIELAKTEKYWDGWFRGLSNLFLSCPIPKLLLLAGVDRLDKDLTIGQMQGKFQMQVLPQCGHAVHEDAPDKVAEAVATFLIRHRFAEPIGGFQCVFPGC
# BCLXL inh: blocks human Bcl-xL binding to Bim BH3 peptide. 0.7% of 320,000 active. Q07817. AID 2129. inhibition, % at 10.9 µM. GST-Bcl-xL / FITC-Bim BH3 peptide fluorescence polarization;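 active means inhibition above the mean of all tested compounds plus 3 SD, cutoff set per campaign, cut at about 30% in these data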;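 further: 0% = DMSO wells and 100% = unlabeled Bim-BH3 peptide competitor; inhibitors lower millipolarization by displacing the labeled peptide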
# Starred values were filed as active, the others as inactive; · = not tested or not shown. The list is partial; the hit share may differ from the screen's.
nr	SMILES	GLD-1 TGE inh	PME-1 primary	pPAFAH FP inh	BCLXL inh	MEX-5 binding	AHR activator	Fam108B inh	PAFAH1B2 inh	MCL1-BIM inh
1	CC1=C(C(=O)Nc2cc(C)ccn2)C(c2cnn(C)c2)C2=C(CC(c3ccccc3)CC2=O)N1 (stereo unspecified)	-10	6	2	1	-1.0	7	5	-1	0
2	COCCn1c(SCC(=O)NC2CCCCC2C)nc2ccccc2c1=O (stereo unspecified)	3	2	3	7	0.2	-4	-2	4	4
3	Cc1onc(-c2c(F)cccc2Cl)c1C(=O)Nc1cccc(S(=O)(=O)NC2=NCCC2)c1	-4	4	-3	4	0.0	1	0	2	3
4	CCOC(=O)c1[nH]cnc1C(=O)NC1CCCCC1	6	-3	-1	4	2.1	13	1	3	6
5	CSc1nsc(/C=C/Nc2ccc(C)c(C)c2)c1C#N	-6	4	3	-9	-0.5	18	4	-5	-32
6	COc1cc(/C=N/NC(=O)c2nnn(-c3nonc3N)c2-c2cccs2)ccc1O	2	15	7	2	0.7	2	-1	7	-1
7	Cc1cn(S(=O)(=O)c2ccc(Br)c3ccccc23)cn1	-3	5	3	1	·	1	-1	·	-3
8	Nc1ccccc1CNc1nc(NCCO)nc2c1ncn2CCN1CCOCC1	-3	0	-2	2	0.0	14	8	5	-5
9	O=S(=O)(Cc1ccccc1)N1CCCCC1	0	-7	9	0	0.7	0	-1	0	1
10	COc1ccc(CN2C(=O)c3ccccc3C(/C=N\OCc3ccc(F)cc3)C2=O)cc1 (stereo unspecified)	1	0	-3	3	-2.8	-4	8	6	4
11	COc1ccc2c(c1)OC[C@H]1[C@H]2N2C(=O)c3cc(Cl)ccc3NC(=O)[C@@]2(C)[C@H]1c1ccccc1	6	-32	-8	1	·	28	-23	-17	-2
12	COC(=O)Nc1ccc(S(=O)(=O)Nc2cc(C(F)(F)F)c[nH]c2=O)cc1	0	-16	-3	9	-7.1	0	0	0	7
13	COc1ccccc1-c1noc(CCC(=O)Nc2ccccc2Cl)n1	10	9	-7	5	1.4	7	2	0	-3
14	COC(=O)Cn1ncn2cccc2c1=O	-3	-3	0	-3	2.5	0	-3	4	-8
15	O=C(Nc1nc2cc3c(cc2s1)OCO3)C1CC1	2	0	4	4	-3.9	57*	1	5	-4
16	O=C(CC1SCCNC1=O)Nc1cc(Cl)cc(Cl)c1 (stereo unspecified)	2	-1	3	5	-0.3	18	-4	-3	7
17	O=C(CSc1ccc(-c2cccnc2)nn1)N1CCCCCC1	2	-4	0	7	-0.3	27	0	0	-4
18	COc1ccccc1NC(=O)CSc1nnc(Cn2cnc3ccccc32)o1	2	-2	2	4	2.2	1	-3	-2	0
19	CCOC(=O)N1CCN(C(=O)c2ccc3ccccc3c2)CC1	8	-1	0	0	1.8	1	-1	2	-1
20	O=C(Nc1ccc(Cl)cn1)c1ccc(-c2ccc(Cl)c(Cl)c2)o1	5	-5	3	1	-0.2	2	-6	-3	2
21	CCOC(=O)N1CCC(N(CCN(C)C)C(=S)Nc2cc(Cl)ccc2C)CC1	0	-8	-5	-4	-0.8	0	1	7	3
22	O=C(Cn1cc([N+](=O)[O-])cn1)NCc1ccccc1	0	-3	5	-6	4.6	-2	-2	3	-5
23	N/C(=N\OC(=O)c1ccco1)c1ccc(Cl)cc1	8	-5	-1	4	-1.6	0	2	0	0
24	CSC1=NC(C(Cl)(Cl)Cl)N=C(c2ccc(C)cc2)N1 (stereo unspecified)	4	-6	-2	7	0.3	67*	1	4	3
25	COc1ccc(OC2C(=O)N(Cc3ccc(F)cc3)C2c2ccc(OC)c(OC)c2)cc1 (stereo unspecified)	6	2	-1	0	-0.7	0	0	-4	-1
26	O=S(=O)(Nc1ccc2c(c1)oc1ccccc12)N1CCCC1	10	-1	19	0	1.0	23	-2	0	0
27	C/C(N)=C(/C#N)C(=O)COC(=O)c1cc(-c2ccc(C)cc2)nc2ccccc12	5	-31	-26	1	0.8	1	-31	-4	-5
28	COc1cccc(C(=O)NCCCNC(=O)c2cccc(OC)c2)c1	-3	3	7	-5	1.8	2	0	1	-4
29	CCc1cccc(C)c1NC(=O)COC(=O)Cn1c(C)csc1=O	5	-4	-1	2	-2.1	7	-5	4	6
30	Cc1ccc(C)c(N(C)S(=O)(=O)c2ccc3[nH]cc(C(=O)NCCN4CCOCC4)c(=O)c3c2)c1	6	-3	5	4	3.8	2	1	0	-6
31	CC(Oc1ccc2c(-c3ccccc3)cc(=O)oc2c1)C(=O)NCc1ccccn1 (stereo unspecified)	2	4	12	-5	0.7	0	-3	-1	-5
32	COc1ccc(CC(=O)Nc2ccc(-c3nnc(-c4ccccc4)o3)cc2)cc1OC	2	3	5	-2	-0.4	-2	-8	1	0
33	Cc1cccc(NS(=O)(=O)c2ccc(C3CCCCC3)cc2)n1	-1	-5	-1	1	·	1	-3	11	3
34	COc1ccc(CCC(=O)Nc2sccc2C#N)cc1	0	-14	2	3	-0.2	-5	0	·	-2
35	CS(=O)(=O)c1ccc(Cl)c(NC(=O)CSc2nc3ccccc3c(=O)n2Cc2ccco2)c1	4	-4	2	4	0.1	1	-2	-10	3
36	COc1ccc(Cl)cc1NC(=O)CCc1nnc2ccc(N3CCC4(CC3)OCCO4)nn12	-3	3	4	6	2.1	7	0	-3	4
37	COc1cc2cnncc2cc1OC	-4	1	6	2	1.6	17	-3	3	5
38	COc1ccccc1C(=O)N/C(=C\c1ccccc1)C(=O)NCc1ccco1	10	-4	-5	2	-2.5	13	-2	0	1
39	CN(C)S(=O)(=O)c1cc(NC(=O)CSc2ncc(C(F)(F)F)cc2Cl)ccc1Cl	2	-33	2	5	0.3	-3	-37	-4	9
40	O=C(O)CC(Cc1ccc(Cl)cc1)C(=O)Nc1ccccc1 (stereo unspecified)	1	0	-6	-2	-3.1	1	-6	14	-1
41	CC(C)Cn1cc(C(=O)NCCCOC(C)C)c2c3ccccc3n(C)c2c1=O	7	1	1	5	-1.7	4	0	7	0
42	Cc1ccc(NC(=O)CN2CCOCC2)c(Br)c1	0	7	3	3	-1.0	4	3	1	3
43	Cc1cc(C(=O)Nc2ccc(Br)cc2)cs1	-1	7	11	1	-3.9	30	-3	-1	-6
44	CC(C)N(C(C)C)S(=O)(=O)c1ccc(N2CCc3ccccc3C2)nc1	5	3	7	-1	1.7	7	2	2	-4
45	CN1CCN(NC(=O)c2ccc(Br)c(S(=O)(=O)N3CCOCC3)c2)CC1	0	2	1	1	0.5	-2	4	-2	4
46	Cc1ccc(N=Cc2c(O)n(-c3cc(Cl)ccc3N3CCOCC3)c(=O)c3ccccc23)cc1C	-1	-11	0	0	3.0	-9	-4	-9	4
47	Cn1c(CSc2ccccc2)c(C#N)c2ccccc21	-5	-2	6	-2	-2.1	-6	-3	1	1
48	CCC(=O)c1cc2c(C)cc(=O)oc2c(C)c1O	7	-1	4	1	-0.7	1	1	2	3
49	Cc1ccc2nc(NC(=O)CN(C)S(=O)(=O)c3cccc4nsnc34)sc2c1	1	-17	-4	5	·	24	-24	-1	5
50	CCOC(=O)C1=C(C)N=C2SC(C(=O)OC)=CC(=O)N2C1c1cccc(OC)c1 (stereo unspecified)	2	0	7	1	1.2	-1	-1	-2	6

# Continuation:
nr	SMILES	GLD-1 TGE inh	PME-1 primary	pPAFAH FP inh	BCLXL inh	MEX-5 binding	AHR activator	Fam108B inh	PAFAH1B2 inh	MCL1-BIM inh
51	Cc1cccc(NC(=O)CSc2ccc(C(N)=O)cc2[N+](=O)[O-])c1C	-1	-2	2	0	-0.5	2	0	5	-18
52	CCN(CC)CCC(c1cc(OC)c(OC)c(OC)c1)c1c(O)cc(OC)cc1OC (stereo unspecified)	5	1	4	4	0.9	2	0	0	-4
53	CSc1nc(O)c(C2OC(=O)c3ccccc32)c(=O)[nH]1 (stereo unspecified)	1	1	0	6	0.5	-1	4	-3	7
54	CN(C)S(=O)(=O)N1CCN(C(=O)c2ccccc2)CC1	-1	-1	0	-5	-0.8	0	-3	1	-6
55	Cc1ccc(NC(=O)Cc2sc(C)nc2-c2ccc(C)cc2)cc1	3	-1	4	-4	-5.9	20	-3	2	-2
56	CCN(CC)S(=O)(=O)c1cc(C(=O)Nc2ccc(Cl)cn2)ccc1C	-9	0	7	8	-2.5	13	1	3	1
57	COc1ccccc1OCC(=O)NCC1CCCCC1	3	2	4	0	1.4	7	-2	4	4
58	C[C@H](NC(=O)C1CC(=O)N(c2ccc3c(c2)OCCO3)C1)C(=O)N1CCCCC1 (stereo partly specified)	0	1	3	3	-0.4	1	-4	2	3
59	COc1ccc(C2N(Cc3ccccc3)CCN2Cc2ccccc2)cc1[N+](=O)[O-]	5	4	6	2	0.2	0	-2	-1	11
60	O=C(COC(=O)Cc1cccc(C(F)(F)F)c1)Nc1ccc2c(c1)OCCO2	-1	0	12	-1	-1.1	-1	1	2	-4
